# Source: PubChem
# IMP-1 inhibitor: inhibitors of Pseudomonas aeruginosa IMP-1 metallo-beta-lactamase; purified IMP-1, nitrocefin hydrolysis, epi-absorbance fluorescence; inhibition, % at 5.6 µM; 0.45% of 290,000 active; AID 1556;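 active means inhibition above the mean plus 3 SD of all compounds in the same screening run, cut at about 4.5% in these data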;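 further: 0% = IMP-1 with DMSO and 100% = DMSO wells lacking enzyme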
#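 System: Purified IMP-1 | Read-out basis: Percent enzyme inhibition | Controls: IMP-1 with DMSO as 0%, enzyme-free DMSO as 100% | Replicates: One well per compound | Doses: 5.6 µM nominal single concentration | Detection: Epi-absorbance fluorescence, 480 nm excitation, 530 nm emission | Incubation: 25 °C, 15 min preincubation, 25 min reaction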
# IDE cell activ: boosts human insulin-degrading enzyme activity in HEK cells | FAbeta-B cleavage, fluorescence polarization; 0% vehicle, 100% cell-free pure enzyme wells | activation, % at 5.96 µM | 0.073% of 340,000 active | P14735;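 active means activation above the mean of all tested compounds plus 3 SD, set per screening campaign, cut at about 17% in these data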
# Target sequence (P14735 whole entry, looked up): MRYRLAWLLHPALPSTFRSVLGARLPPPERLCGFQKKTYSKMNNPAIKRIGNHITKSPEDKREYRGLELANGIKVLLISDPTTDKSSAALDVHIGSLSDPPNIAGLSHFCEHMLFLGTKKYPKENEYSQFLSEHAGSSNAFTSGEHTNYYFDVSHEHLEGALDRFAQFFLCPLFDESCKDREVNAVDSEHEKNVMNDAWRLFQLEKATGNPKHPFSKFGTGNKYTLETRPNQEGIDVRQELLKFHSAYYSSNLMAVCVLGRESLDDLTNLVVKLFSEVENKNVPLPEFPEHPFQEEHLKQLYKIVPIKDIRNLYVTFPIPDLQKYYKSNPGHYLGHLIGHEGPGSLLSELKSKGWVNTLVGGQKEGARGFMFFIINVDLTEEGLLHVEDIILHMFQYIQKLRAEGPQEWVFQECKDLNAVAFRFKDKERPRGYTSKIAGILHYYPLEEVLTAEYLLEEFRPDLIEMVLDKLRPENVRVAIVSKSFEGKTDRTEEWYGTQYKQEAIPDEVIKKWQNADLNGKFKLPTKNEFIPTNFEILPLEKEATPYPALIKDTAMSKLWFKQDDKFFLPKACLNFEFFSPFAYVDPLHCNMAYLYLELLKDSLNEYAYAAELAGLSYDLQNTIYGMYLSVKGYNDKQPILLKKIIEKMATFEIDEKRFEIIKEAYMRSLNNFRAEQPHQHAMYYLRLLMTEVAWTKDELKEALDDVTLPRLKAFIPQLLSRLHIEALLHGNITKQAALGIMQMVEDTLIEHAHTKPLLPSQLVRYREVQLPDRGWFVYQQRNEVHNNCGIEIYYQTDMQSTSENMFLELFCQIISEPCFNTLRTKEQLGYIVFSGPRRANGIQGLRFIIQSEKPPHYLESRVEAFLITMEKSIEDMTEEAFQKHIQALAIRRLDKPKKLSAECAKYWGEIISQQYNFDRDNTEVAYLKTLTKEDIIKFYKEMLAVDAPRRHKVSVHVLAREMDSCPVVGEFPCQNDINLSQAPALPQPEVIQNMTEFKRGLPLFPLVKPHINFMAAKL
# SUMO HTRF inh: blocks human SUMOylation mediated by UBC9. inhibition, % at 35 µM. 0.36% of 290,000 active. P63279. HTRF SUMOylation assay, SAE1/SAE2 + UBC9, in vitro; in the data active means inhibition above about 50%, passing the limit was not always enough; further: strong numbers were not always called active
# HCV NS3 hel inh: inhibitors of Hepatitis C virus NS3 helicase; NS3 helicase DNA unwinding, Cy5 molecular beacon fluorescence; inhibition, % at 10.9 µM; 0.56% of 290,000 active; AID 1800;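 active means inhibition above the mean of all tested compounds plus 3 SD, set per campaign, cut at about 35% in these data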;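 further: 0% = DMSO wells and 100% = thioflavine S control wells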
#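 Test system: hepatitis C virus NS3 helicase domain fragment enzyme. Also added: annealed dual-labelled DNA beacon duplex, ATP-started. Timing: 60 min unwinding reaction at 25 °C after ATP addition. Technique: Cy5 fluorescence. Measure: % inhibition of unwinding.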
# DNA FID counter: fluorescent intercalator displacement, NS3 helicase counter-screen; inhibition, % at 7.9 µM; 0.17% of 290,000 active; DNA fluorescent intercalator displacement, fluorescence; in the data active means inhibition above about 37%;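 further: 0% = vehicle and 100% = reference compound; higher means more ethidium bromide displaced from hairpin DNA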
# IDE cell inh: inhibitors of human insulin-degrading enzyme in cells | P14735 | HEK cells, FAbetaB cleavage, fluorescence polarization | inhibition, % at 5.59 µM | 0.41% of 320,000 active | AID 434962;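 active means percent inhibition above the average of all tested compounds plus 3 SD, set per screening campaign, cut at about 16% in these data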;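 further: IDE supplied by intact live HEK cells; FP after avidin binding of uncleaved biotin substrate so inhibition keeps polarization high; 0% = DMSO wells and 100% = 60 µM reference IDE inhibitor Ii1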
# VIM-2 inhibitor: inhibitors of Pseudomonas aeruginosa VIM-2 metallo-beta-lactamase; 0.89% of 290,000 active; inhibition, % at 5.6 µM; purified VIM-2, nitrocefin hydrolysis, epi-absorbance fluorescence;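 active means inhibition above the mean of all tested compounds plus 3 SD, cutoff set per screening run, cut at about 7.5% in these data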;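 further: red hydrolysis product quenches plate fluorescence so inhibitors raise well fluorescence; 0% = enzyme with DMSO and 100% = DMSO without enzyme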
# pCIP destab: p/CIP protein destabilization; 0.01% of 290,000 active; F442A p/CIP-EGFP cells, EGFP fluorescence, 16 h; AID 1984; decrease of EGFP signal, % at 10 µM; Q05BA5;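 active means EGFP signal decrease of at least 30% at 10 µM or well 3 SD below plate mean, unless failing retest; inactive means the rest, including hits failing retest or dose response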; further: some compounds called inactive have numbers as strong as hits; many of its hits are not listed in these tables
# PfM18AAP inh: blocks P. falciparum M18 aspartyl aminopeptidase; recombinant PfM18AAP, H-Glu-NHMec fluorogenic cleavage; inhibition, % at 7.35 µM; 1.2% of 290,000 active; AID 1822;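 active means inhibition above the campaign mean inhibition over all tested compounds plus 3 SD, cut at about 28% in these data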;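 further: 0% = plate median of test compound wells and 100% = 2 mM ZnCl2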
# * hit, by the source's call; / = not tested or not shown.
# Screens in order: SUMO HTRF inh, IMP-1 inhibitor, DNA FID counter, VIM-2 inhibitor, HCV NS3 hel inh, pCIP destab, IDE cell activ, PfM18AAP inh, IDE cell inh
- CCOc1ccc(NC(=O)CCNS(=O)(=O)c2ccc3c(c2)oc(=O)n3C)cc1
  30.3, -1.9, -9.5, -2.7, -1.4, -13.5, 4.4, -3.0, -16.8
- COc1ccc(N2CC(C(=O)NCCC3=CCCCC3)CC2=O)cc1 (stereo not given)
  16.1, -0.1, -14.6, -1.2, -1.8, 7.2, 2.9, -1.2, 5.2
- Cc1cc(C(=O)CSc2nnc(-c3ccccc3F)o2)c(C)n1Cc1cccs1
  13.9, -1.9, 1.3, -1.8, 19.5, -17.1, 8.6, 16.1, 2.8
- Cc1cc(C)c2oc(C(=O)Nc3nnc(C(C)C)s3)cc(=O)c2c1
  16.1, -4.0, -8.4, -2.0, 5.1, 3.7, 3.4, 6.0, 1.2
- O=c1[nH][nH]c2c(N=Cc3ccccc3O)ccc(F)c12
  66.3*, -0.2, -6.8, 0.1, 52.7*, 4.2, 2.1, 18.0, /
- Cc1ccc(S(=O)(=O)NC(=NC(Cc2ccccc2)C(=O)O)c2ccccc2)cc1 (stereo not given)
  -10.3, -3.4, -31.0, -2.3, 14.9, 2.0, -2.0, 4.5, 2.0
- CCCC(=O)Nc1ccc(-c2cnc(-c3ccc(NC(=O)CCC)cc3)nc2)cc1
  16.2, 0.6, 5.4, 0.8, -1.5, -0.8, 0.9, -3.0, 1.5
- O=C(CSCc1c(Cl)cccc1Cl)Nc1nccs1
  3.7, -2.0, -6.6, -2.8, -2.0, 4.5, 0.1, 2.2, 0.6
- CCn1ccc(C(=O)Nc2ccccc2SC)n1
  5.8, 0.7, -2.7, -1.9, 12.5, -9.6, 5.2, -4.3, -2.4
- Fc1cccc(C[n+]2csc3ccccc32)c1
  16.4, -3.4, -13.3, -5.2, 7.7, -15.2, -38.2, 34.2*, 22.4*
- Oc1ccccc1/C=N/c1c(-c2ccco2)nc2ccccn12
  27.7, -0.1, 0.7, 0.7, 8.8, -14.5, 4.1, 4.1, -0.8
- Cc1ccc(N(CC(=O)NC(C)(C)C)C(=O)CCC(=O)Nc2nccs2)c(C)c1
  3.0, -1.8, -39.9, -1.4, 5.3, -0.8, -2.2, 0.4, /
- O=C(c1cnn2c(C(F)(F)F)cc(-c3ccc4c(c3)OCO4)nc12)N1CCCC1
  8.1, 0.5, 1.6, 1.9, 2.0, 9.3, -5.4, 0.2, 9.9
- COc1ccc(C(=O)Nc2ccc(N3CCN(C(C)=O)CC3)cc2)cc1[N+](=O)[O-]
  5.3, -1.1, 1.4, -1.0, -3.5, 1.9, /, -13.9, 8.0
- COc1ccc(-c2n[nH]c(=S)n2-c2ccc(C)cc2)cc1
  -21.3, -3.1, -13.4, -0.1, -1.6, -12.4, -6.7, 16.4, 4.0
- Clc1cccc(-c2sc(Nc3ccccc3)n[n+]2-c2ccccc2)c1Cl
  -12.6, -2.1, -10.1, -2.8, 69.4*, -4.1, -2.6, 11.0, -2.3
- Cc1noc(/C=C/N(C)C)c1S(=O)(=O)NC1CCCCC1
  13.0, -2.9, -18.5, -0.9, 15.6, -16.3, 1.8, 1.2, 8.7
- N#Cc1ccc(-c2csc(NC(=O)c3ccc(S(=O)(=O)N4CCc5ccccc5C4)cc3)n2)cc1
  7.7, -4.5, -0.5, -2.7, 5.7, -9.5, -2.4, 4.2, 11.0
- C/C=C/c1ccc(OCCCCN2CCC(C)CC2)c(OC)c1
  -6.6, -1.9, 21.9, 0.9, -16.4, -5.9, 2.1, -5.9, -3.8
- O=C(CSc1nnnn1C1CCCCC1)Nc1ccccc1F
  30.1, -2.3, -8.9, -1.4, 6.4, -10.7, 4.1, -15.1, -2.6
- CCC(=O)Nc1cccc(-c2cc3ccccc3oc2=O)c1
  -8.3, -3.0, -5.1, -0.6, -17.4, -16.7, 4.9, -13.9, -6.2
- O=C(NC(=S)Nc1ccccc1O)c1ccc(-c2ccc(Cl)cc2)o1
  -0.1, -0.4, 3.1, -0.1, 1.4, -4.0, 7.0, -4.4, -0.1
- CCN1CCN(CC(=O)Nc2ccccc2)C(=O)C1=O
  9.0, 4.6*, 2.4, 4.7, 33.9, -6.4, 5.7, -1.2, -2.9
- Cc1cccc(N(Cc2cc3ccc(C)cc3[nH]c2=O)C(=O)c2ccco2)c1
  -1.9, -2.2, -41.9, -1.0, 27.5, -15.6, 0.9, -12.8, -5.0
- CCOCCc1nn2c(=O)cc(CSCC(=O)Nc3cccc(C)c3C)nc2s1
  -2.5, -0.5, -30.1, 0.5, 33.5, 4.4, 0.2, 1.9, 1.9
- O=C(NCc1ccccc1)c1cccc(COc2cccc(Cl)c2)c1
  -17.8, -2.2, -8.9, -2.9, -6.3, -0.2, 5.4, -4.8, 1.7
- Cc1ccc(Nc2cc(C)nc(-c3ccccc3O)n2)cc1
  4.4, -5.9, 2.2, -7.6, -8.2, 5.4, 3.2, -10.6, -5.6
- O=c1oc2ccccc2cc1-c1csc(Cc2nc(-c3ccc(Br)cc3)cs2)n1
  1.1, -1.6, -3.9, -2.4, -0.1, -3.8, 2.2, 1.7, 2.7
- COCC(C)N=C1NN=C(c2ccc(NC(C)=O)cc2)CS1 (stereo not given)
  12.4, -2.2, -2.3, -3.8, -0.3, -13.2, -0.7, 12.6, 2.9
- CC1CC(C)CN(C(=O)CCC(=O)Nc2nnc(C3CCCCC3)s2)C1 (stereo not given)
  -4.8, -2.6, -34.6, -2.0, 6.2, 4.1, 7.7, -4.2, 2.4
- CCN1CCCC1CNC(=O)C1CCN(C(=O)c2cc3sccc3n2Cc2ccc(F)cc2)CC1 (stereo not given)
  4.0, -2.0, 14.3, -0.8, -27.5, -9.3, 3.5, -4.4, 0.7
- CCCCCCN1C2=NCCCN2c2ccccc21
  12.6, -1.2, -1.7, -1.1, -14.7, -6.2, 2.7, -5.0, -0.4
- COc1ccc(NC(=O)CC(c2ccco2)C(C)C)cc1 (stereo not given)
  -3.9, -2.3, -24.0, -2.3, -11.3, -15.9, 2.1, -1.5, 0.9
- CCn1cnc2c1c(=O)n(CC(=O)O)c(=O)n2Cc1ccccc1
  5.4, -2.5, -0.6, 1.9, -3.4, -21.0, 4.8, -7.5, -2.7
- CC(=O)Nc1ccc(NC(=O)CSc2cn(CC(=O)N3CCOCC3)c3ccccc23)cc1
  10.2, -2.6, -17.0, -7.9, -4.0, -2.9, -3.7, 2.6, 1.0
- Cc1nnc(NC(=O)CSc2nc3c(c(=O)n(C)c(=O)n3C)n2C(C)C)s1
  11.2, -2.2, -5.4, -1.6, -6.6, 2.0, 6.7, -1.6, 6.3
- CSCCC(NC(=O)c1cc([N+](=O)[O-])cc([N+](=O)[O-])c1)c1nc2ccccc2[nH]1 (stereo not given)
  7.0, -1.0, 11.0, -1.1, -2.8, -14.4, -1.2, 1.0, 4.4
- O=C1c2ccccc2C(=O)N1CCCc1nc2ccccc2c(=O)n1-c1cccnc1
  4.7, -0.7, -22.2, -3.0, 1.8, -11.9, /, 8.9, -2.1
- Cc1ccc(-n2nnnc2SCC(=O)c2cc(C)n(-c3cc(C)on3)c2C)c(C)c1
  25.6, -1.8, -10.4, 0.4, -3.8, -10.1, 1.0, 1.8, 1.2
- CN(c1ccc(O)cc1)c1nc(-c2ccccc2)cs1
  5.5, -1.0, -1.4, -0.1, -6.2, -3.4, -8.3, 14.9, 11.1
- COc1ccc(C(=O)OCCc2ccc(O)cc2)cc1
  -4.6, -1.6, -7.4, -0.1, 3.9, 1.6, 5.5, -3.3, 6.1
- O=C(O)CNC(=O)c1ccc(N2CCOCC2)cc1[N+](=O)[O-]
  19.0, -4.9, 1.5, -7.2, 0.7, -12.4, 3.4, -1.1, 0.3
- CN(C)C(=O)c1cc([N+](=O)[O-])cc([N+](=O)[O-])c1N(C)C
  13.3, -1.4, 1.5, -2.3, 7.0, -8.1, 3.1, 2.9, -3.4
- CCOC(=O)c1sc2nc(SCC(=O)N(CC)CC)n(CCCN3CCCC3=O)c(=O)c2c1C
  13.4, -1.2, -26.3, -0.2, -2.4, 9.4, 3.8, 2.9, -2.0
- CCOC(=O)c1c(C)oc2cc3c(C(=O)OCC)c(C)oc3cc12
  /, -7.2, 1.4, -2.6, 2.6, /, /, -1.6, /
- Cc1ccc(Cl)cc1N1CCN(S(C)(=O)=O)CC1
  -6.5, 0.9, -6.6, 1.1, 7.5, -5.6, 2.5, 11.9, 3.4
- CCN1/C(=C2\OC(=S)N(C)C2=O)Sc2ccccc21
  32.3, -4.0, -0.7, -2.7, -5.3, -9.4, -1.3, 6.7, -2.8
- CC(=O)Nc1ccc(S(=O)(=O)N2CCN(C(=O)c3ncoc3-c3ccccc3F)CC2)cc1
  2.0, 0.1, -11.1, 0.7, 3.5, -12.3, 0.4, 1.1, 0.1
- O=C(NCc1ccccn1)C1CCN(S(=O)(=O)N2CCCCC2)CC1
  10.7, -1.5, -3.4, -4.4, 17.8, -2.2, 1.5, -13.3, -3.3
- CCOC(=O)C1CCCN(C(=O)c2ccc(C)c(NC(=O)C3=C(C)OCCS3)c2)C1 (stereo not given)
  3.8, -2.7, -42.1, -6.1, -6.4, 5.2, 1.6, -0.6, 0.0
- CCC(C(=O)NCCCN1CC(C)CC(C)C1)n1nc(C)c2sc3ccccc3c2c1=O (stereo not given)
  1.1, -2.2, 18.5, -0.6, -17.6, 1.1, 3.2, -4.5, -7.4
- COc1ccc(C)c2sc(NNC(=O)COc3ccccc3)nc12
  10.4, -2.7, -9.4, -3.7, -9.7, -6.3, /, 13.8, 7.8
- Fc1cccc(Nc2nc(N3CCOCC3)nc(N3CCOCC3)n2)c1
  7.9, -2.3, -25.6, -1.1, -3.3, -14.4, 1.8, 0.7, 1.2
- Cn1c(=O)cc(OCCCC(=O)Nc2ccc3c(c2)OCCO3)c2ccccc21
  -25.9, 0.7, -5.4, -3.5, 1.0, -18.4, 1.2, -6.0, -0.8
- COc1ccc(-c2nnn(CC(=O)Nc3sc4c(c3C#N)CCCC4)n2)cc1
  17.0, -3.6, 1.4, 1.1, 2.3, -2.6, 3.3, 0.0, 7.7
- Cc1nn(-c2ccc(F)cc2)c(C)c1CN1CCN(CCC(C)C)C(CCO)C1 (stereo not given)
  4.5, -2.0, 4.2, -2.2, -3.8, 5.3, 0.5, 7.1, 6.3
- COc1ccc(Cl)cc1N(CC(=O)Nc1ccc2c(c1)OCCO2)S(C)(=O)=O
  17.1, 3.1, -16.9, 0.7, -0.9, 0.5, 4.0, 8.0, -0.5
- Cc1cc(C)cc(OCC(=O)N/N=C/c2ccccn2)c1
  18.4, -2.3, -13.8, -1.2, -8.5, 0.1, 0.5, 0.2, -5.5
- CCCCSc1nc2sc3c(c2c(=O)n1-c1ccc(OC)cc1)CCN(C)C3
  -3.4, -1.2, -4.1, -2.0, -52.8, -10.0, 0.2, 18.6, /
- CCCS(=O)(=O)c1nc(S(=O)(=O)c2ccc(C)cc2)c(N2CCc3ccccc3C2)s1
  -7.8, -2.5, -3.4, 0.6, -5.7, -0.2, -1.9, 0.3, 3.6

# An unsorted share of the library. About 3.6% of those tested had a hit in this group.
